TNAP activators: human TNAP enzyme activators, primary screen, biochemical, luminescent, no phosphate acceptor, uHTS (AID 1001) | hit rate 0.03% among 200,000 | Alkaline phosphatase, tissue-nonspecific isozyme (Homo sapiens) | purified TNAP, luminescent activation assay, no phosphate acceptor; higher activation fold means a stronger effect | activation fold at 20 µM, or EC50 in µM where a hit was titrated; in the data active = activation fold from about 3, or a potency from the dose series; inactive = the rest, 99 in 100 with activation fold below about 1.6; also: many of its hits are not listed in these tables
M17LAP inhibition: P. falciparum M17LAP inhibitors, primary screen, biochemical, fluorogenic H-Leu-NHMec substrate, 1536-well (AID 1619) | Leucine aminopeptidase (Plasmodium falciparum (isolate 3D7)) | recombinant M17LAP, H-Leu-NHMec fluorogenic kinetic assay; higher % means a stronger effect | inhibition, % at 30 µM; hits with a dose series show IC50 in µM | hit rate 0.38% among 220,000;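 active = compound inhibiting the enzyme by more than half at any dose during confirmatory dose-response retesting; inconclusive = strong single-dose inhibitors picked by rank but not retested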;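 also: plate controls were full reaction with DMSO carrier for no effect and no enzyme background for full effect; strong numbers were not always called active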
T cell HTS: modulators of CD8 T cell-vesicle binding, primary screen, mouse 2C CD8+ T cells, flow cytometry | 2C CD8+ T cell-vesicle binding; stronger effect = lower value | calls only at 7 µM | hit rate 0.068% among 330,000;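 active = response, share of CD8 T cells binding vesicles, and their 90th percentile fluorescence all below set limits, cut at about 80% in these data, passing the limit was not always enough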
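Incubation: binding step 1.5 h, 37 °C, antibody labelling 20 min, ice; system: murine 2C transgenic CD8+ T lymphocytes; technique: cytometric PE anti-B7-1 and Alexa647 anti-CD8 signals after 1% paraformaldehyde fixation; also added: QL9-charged Drosophila Ld/ICAM-1/B7-1 vesicles; control set: naked versus QL9-loaded vesicles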
PMI inhibitors: inhibitors of human PMI, primary screen, biochemical, fluorescence intensity, coupled assay (AID 1209); Mannose-6-phosphate isomerase (Homo sapiens); purified PMI enzyme, coupled fluorescence intensity; higher % means a stronger effect; inhibition, % at 20 µM, or IC50 in µM where a hit was titrated; hit rate 0.42% among 190,000;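 also: plate controls were DMSO vehicle for no effect and wells lacking substrate for full effect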
P. falciparum M1AAP: P. falciparum M1AAP inhibitors, biochemical, fluorogenic H-Leu-NHMec substrate, 1536-well (AID 1445); hit rate 0.42% among 220,000; inhibition, % at 30 µM; hits with a dose series show IC50 in µM; recombinant M1AAP, H-Leu-NHMec fluorogenic kinetic assay; higher % means a stronger effect; Aminopeptidase N (Plasmodium falciparum (isolate 3D7));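 active = primary inhibition above the hit cutoff, then over 50% inhibition at one or more dose response concentrations, cut at about 23% in these data, passing the limit was not always enough; inconclusive = conflicting primary data, or primary hits not chosen for dose response; inactive = low primary inhibition, or under 50% at every dose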;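 also: plate controls were DMSO full reaction for no effect and no enzyme background for full effect; strong numbers were not always called active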
RSV CPE inhibition: RSV antiviral activity via CPE protection, HEp-2 cells, primary 10 µM value included (AID 2391); hit rate 0.13% among 310,000; CPE inhibition, % at 10 µM, or IC50 in µM where a hit was titrated; HEp-2 cells, RSV-induced CPE inhibition; higher % means a stronger effect; in the data active = a potency from the dose series; inconclusive = CPE inhibition mostly from about 23% at the one dose, without a potency; inactive = the rest, 99 in 100 with CPE inhibition below about 21%; also: strong numbers were not always called active
PMI inhibition: human PMI inhibitors, high substrate, primary screen, biochemical, fluorescence intensity, high mannose 6-phosphate (AID 1220); recombinant PMI enzyme, coupled fluorescence intensity; higher % means a stronger effect; inhibition, % at 20 µM; hits with a dose series show IC50 in µM; hit rate 0.66% among 190,000
West Nile virus CPE: West Nile virus antiviral activity, cell-based, CPE readout (AID 1621); West Nile virus-infected cells, CPE inhibition; higher % means a stronger effect; one-dose CPE inhibition, % at 10 µM; IC50 in µM for titrated hits; hit rate 0.02% among 290,000; in the data active = a potency from the dose series; inconclusive = CPE inhibition mostly from about 3.7% at the one dose, without a potency; inactive = the rest, 99 in 100 with CPE inhibition below about 2.2%; also: strong numbers were not always called active
UTI89 phage lysis: inhibition of K1F phage lysis, E. coli UTI89, bacterial capsule biogenesis inhibitors, alamar blue (AID 488966); E. coli UTI89 K1F phage lysis, alamar blue, 2 h; higher % means a stronger effect; inhibition, % at 100 µM; hits with a dose series show IC50 in µM; hit rate 0.02% among 340,000;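 active = phage lysis inhibition, versus mean bacterial control, above a set limit; inconclusive = no clear call, values can overlap the other calls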;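 also: capsule biogenesis inhibitors block K1F phage lysis so surviving cells raise fluorescence; higher fluorescence means more inhibition of phage lysis; actives were called in the ten point dose series up to 300 µM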
T cell HTS vesicle-bound %: recorded beside T cell HTS, whose call it bears; double positive events, %; measured here: CD8+ vesicle-bound cell fraction;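 binding gate set so that unloaded-vesicle control wells show 10% double positive cells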
The depositor's hits bear a star; i = inactive; ? = inconclusive; nt = no result given; [ ] = dose if it differs, or a comment. Rule as the data show it, unless noted: active = inhibition above about 50%; inactive = the rest.

smiles,TNAP activators,M17LAP inhibition,T cell HTS,T cell HTS vesicle-bound %,PMI inhibitors,P. falciparum M1AAP,RSV CPE inhibition,PMI inhibition,West Nile virus CPE,UTI89 phage lysis
O=C(Oc1cncc(Cl)c1)c1ccco1,1.1,4%,i,25,-5%,2%,1.8%,1%,0.1%,0.0%
O=S(=O)(Nc1ccc(N2CCOCC2)cc1)c1ccc(F)cc1,1.1,5%,i,48,13%,3%,-0.2%,19%,1.0%,0.3%
O=C(COC(=O)CCc1nc2ccccc2s1)NC(=O)NCc1ccco1,1.1,-7%,i,32,-17%,1%,0.7%,-7%,-0.3%,0.0%
COC(=O)c1c(NC(=O)c2ccc(C)cc2)csc1C,nt,6%,i,13,nt,10%,1.9%,nt,-0.9%,-0.9%
CCc1ccc(OCC(=O)NC(NC(=S)Nc2ccc(Cl)cc2)C(Cl)(Cl)Cl)cc1 (stereo not drawn),1.2,-6%,i,54,0%,5%,1.8%,-13%,-1.5%,1.8%[50 µM]
COC(=O)c1scc(C)c1NC(=O)c1cccc(C#N)c1,nt,nt,i,54,nt,nt,1.6%,nt,0.0%,-0.1%
Cc1ccc(/C=N/NC(=O)Cn2cnc3ccccc32)o1,1,32%,i,11,11%,6%,1.5%,8%,0.1%,0.4%
Cc1ccc(C(=O)N2CCc3ccccc32)cc1NC(=O)c1ccco1,1.1,-2%,i,24,-17%,-4%,2.6%,-10%,-0.7%,1.5%
COc1ccc(C(=O)N(Cc2ccco2)Cc2cc3cc(C)ccc3[nH]c2=O)cc1OC,nt,nt,i,6,nt,nt,-1.0%,nt,-0.3%,0.0%
CC/C(CC(C)(C)c1ccccc1)=N\O,1.1,3%,i,26,5%,15%,0.8%,6%,0.2%,1.2%
Cc1cc2c3ccccc3ncn2n1,nt,2%,i,22,nt,3%,1.3%,nt,0.8%,0.0%
COc1ccc([N+](=O)[O-])cc1NC(=O)/C=C/C(=O)O,1.2,21%,i,4,-3%,-2%,0.6%,-4%,-0.3%,1.1%[50 µM]
O=C(CSc1nnnn1Cc1ccccc1)NCCc1ccccc1,1.1,2%,i,19,15%,5%,0.2%,15%,-0.1%,0.8%
O=C(O)/C=C/C(=O)Nc1ccc(Cc2ccc(NC(=O)/C=C/C(=O)O)cc2)cc1,nt,10%,i,24,nt,0%,1.6%,nt,0.1%,0.7%
Nc1nc(-c2ccc3ccccc3c2)c(C2(O)C(=O)Nc3c(Br)cc(F)cc32)s1 (stereo not drawn),1.1,-9%,i,25,12%,-1%,0.4%,5%,0.3%,-3.8%
CCCCOC(=O)N1CCOCCOCCOCC1,nt,-1%,i,47,nt,-4%,0.2%,nt,-0.2%,1.0%
Cc1ccc(S(=O)(=O)NCC(=O)OCc2nnc(-c3ccccc3)o2)cc1C,1,2%,i,19,11%,-5%,2.2%,8%,0.2%,-0.2%
Cc1cc(NS(=O)(=O)c2ccc(N3C(=O)C4C5C=CC(C5)C4C3=O)cc2)nc(C)n1 (stereo not drawn),1.1,15%,i,9,10%,5%,0.8%,3%,-0.2%,0.7%[50 µM]
COc1ccc(OCCSc2ncccn2)cc1,1.1,11%,i,35,18%,1%,-1.4%,15%,0.3%,0.8%
COc1cccc(-c2cc(C(=O)NCCCn3ccnc3)c3ccccc3n2)c1,1.1,33%,i,31,0%,5%,-0.1%,11%,0.0%,5.9%
CCc1cc[n+](/C(C(=S)Nc2cccc(C)c2)=C(/[O-])c2ccc(C)c([N+](=O)[O-])c2)cc1,1.1,19%,i,60,22%,4%,4.3%,16%,-1.0%,0.2%
CC(=O)c1n[nH]nc1Nc1nc(C)cc(C)n1,2.8,-3%,i,56,1%,5%,2.4%,2%,0.3%,-2.1%
COc1cccc(C(Nc2ccccn2)c2c(NC(=O)c3ccco3)sc(C)c2C)c1 (stereo not drawn),1.2,5%,i,40,36%,3%,11%,37%,-0.8%,9.7%
Cc1cccn2c(=O)c3cc(C(=O)NCc4cccnc4)c(=N)n(CC4CCCO4)c3nc12 (stereo not drawn),nt,nt,i,19,nt,nt,0.7%,nt,-0.8%,-0.5%
CCN(CC)S(=O)(=O)c1ccc(N2CCOCC2)c(NC(=O)c2cccc(C#N)c2)c1,1.1,2%,i,23,-10%,-2%,3.1%,2%,0.3%,0.3%
CCCN(CCC)CC(C)(C)NS(=O)(=O)c1ccc(Cl)cc1,nt,11%,i,31,nt,-4%,0.8%,nt,-0.2%,-0.3%
Brc1cc2c(cc1CN1CCc3ccccc3C1)OCO2,nt,nt,i,43,nt,nt,-3.1%,nt,0.1%,-0.1%
Nc1nn(S(=O)(=O)c2ccccc2)cc1-c1cccc([N+](=O)[O-])c1,1,5%,i,67,-21%,-1%,1.1%,-7%,0.0%,-0.6%
CCC(=O)N1CCc2cc(Br)cc(S(=O)(=O)NCCCN(C)Cc3ccccc3)c21,nt,nt,i,41,nt,nt,2.0%,nt,-0.7%,-0.1%
Cc1nc(N)c(C#N)c(-c2cccnc2)c1-c1ccccc1,nt,nt,i,13,nt,nt,3.4%,nt,-1.2%,1.2%[50 µM]

Following part
| SMILES | TNAP activators | M17LAP inhibition | T cell HTS | T cell HTS vesicle-bound % | PMI inhibitors | P. falciparum M1AAP | RSV CPE inhibition | PMI inhibition | West Nile virus CPE | UTI89 phage lysis |
| --- | --- | --- | --- | --- | --- | --- | --- | --- | --- | --- |
| CCCCN(c1ccccc1)S(=O)(=O)c1cccc(C(=O)O)c1 | 1.1 | -3% | i | 60 | -19% | 1% | 0.9% | -6% | 1.7% | 0.1% |
| O=c1c2cc(NC(=S)NC3CCN(Cc4ccccc4)CC3)ccc2nc2n1CCCCC2 | 1.1 | 13% | i | 37 | -8% | 14% | 8.4% | -8% | -0.8% | 4.5% |
| CCc1cc(=O)oc2c3c(cc(OCC(=O)NCc4ccco4)c12)OC(C)(C)CC3 | nt | nt | i | 36 | nt | nt | 5.4% | nt | 0.7% | 5.2% |
| CCC(=O)Nc1ccc(C(=O)N/N=C/c2ccc([N+](=O)[O-])cc2)cc1 | 1.1 | -6% | i | 50 | 6% | 2% | 0.6% | 5% | -0.7% | 0.4% |
| CC(=O)c1cccc(NC(=O)Nc2ccc3c(c2)OCO3)c1 | nt | nt | i | 7 | nt | nt | 1.0% | nt | -0.6% | 0.1% |
| COc1ccc(N2CCN(C(c3cccs3)C(C)NC(=O)C(=O)N3CCCC3)CC2)cc1 (stereo not drawn) | nt | nt | i | 8 | nt | nt | 3.0% | nt | -0.6% | 0.3% |
| CN(C)C(=O)COc1ccc2ccc(=O)oc2c1 | 1.1 | -5% | i | 31 | 5% | -4% | 1.3% | -1% | -0.5% | 0.7% |
| C=CCN=C1NN=C(c2cc(C)n(CC=C)c2C)CS1 | 1 | -14% | i | 52 | 13% | 7% | 13% | 17% | -0.5% | -0.1% |
| CC(=O)Nc1ccccc1OCC(O)CS(=O)(=O)c1ccc(C(F)(F)F)cn1 (stereo not drawn) | nt | nt | i | 38 | nt | nt | 0.4% | nt | -0.5% | 0.2% |
| O=C(CCC(=O)Nc1ccccc1)NNC(=O)COc1ccccc1 | 1.3 | -4% | i | 33 | -9% | 5% | 1.6% | 7% | 0.6% | 3.1% |
| CCCc1[nH][nH]c(=O)c1C(c1ccc(Br)cc1)C(C#N)C#N (stereo not drawn) | 1.1 | 69% | i | 34 | 18% | 2% | -1.5% | 16% | -0.2% | 1.1% |
| CCOC(=O)CN1C(=O)C(C)(C)Oc2ccc(C(=O)Nc3ccccc3OC)cc21 | 1 | -4% | i | 53 | -5% | -7% | -0.3% | -7% | 0.3% | 0.1% |
| COc1ccc(-n2c(=O)c3c4c(sc3n3c(=S)[nH]nc23)CCC4)cc1 | nt | -3% | i | 18 | nt | 9% | nt | nt | 0.5% | -1.0% |
| COc1cccc(C2=CC(c3ccc(N(C)C)cc3)n3nnnc3N2)c1 (stereo not drawn) | 1 | 2% | i | 55 | -7% | 6% | 6.1% | 4% | 0.6% | 0.3% |
| CC(=O)c1ccccc1NC(=O)COC(=O)/C(=C/c1ccccc1)n1nnnc1C | nt | nt | i | 56 | nt | nt | 0.8% | nt | -0.2% | 0.0% |
| Cc1occc1C(=O)Nc1cccc2ccccc12 | 1.1 | -3% | i | 52 | -2% | 7% | ? | 12% | 0.1% | -2.2% |
| COc1ccc(C(C)=O)cc1CSc1nnc(-c2ccncc2)n1C | 1.1 | -16% | i | 51 | -14% | -4% | 1.2% | 1% | 0.3% | 0.3% |

Four records picked at random from those above, as already listed:
| SMILES | TNAP activators | M17LAP inhibition | T cell HTS | T cell HTS vesicle-bound % | PMI inhibitors | P. falciparum M1AAP | RSV CPE inhibition | PMI inhibition | West Nile virus CPE | UTI89 phage lysis |
| --- | --- | --- | --- | --- | --- | --- | --- | --- | --- | --- |
| Cc1occc1C(=O)Nc1cccc2ccccc12 | 1.1 | -3% | i | 52 | -2% | 7% | ? | 12% | 0.1% | -2.2% |
| CCOC(=O)CN1C(=O)C(C)(C)Oc2ccc(C(=O)Nc3ccccc3OC)cc21 | 1 | -4% | i | 53 | -5% | -7% | -0.3% | -7% | 0.3% | 0.1% |
| CC(=O)c1ccccc1NC(=O)COC(=O)/C(=C/c1ccccc1)n1nnnc1C | nt | nt | i | 56 | nt | nt | 0.8% | nt | -0.2% | 0.0% |
| COc1ccc(-n2c(=O)c3c4c(sc3n3c(=S)[nH]nc23)CCC4)cc1 | nt | -3% | i | 18 | nt | 9% | nt | nt | 0.5% | -1.0% |

From PubChem
